PhoP inhibition = inhibitors of PhoP regulon expression, primary screen, Salmonella Typhimurium, GFP reporter (AID 1863); 300,000 compounds, 0.16% hits; inhibition, % at 50 µM; hits with a dose series show IC50 in µM; S. Typhimurium PhoP-regulated promoter GFP reporter, 4 h; higher % means a stronger effect;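 active means inhibition over 29.93%, a cutoff 3 SD above the screen mean, later confirmed by dose response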;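 further: 0% = low Mg2+ inducing control and 100% = high Mg2+ repressing control; strong numbers were not always called active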
Myeloid diff 2 = myeloid differentiation induction | ER-HoxA9 myeloid progenitors, lysozyme-GFP differentiation, flow cytometry | calls only at 10 µM | AID 624256 | 360,000 compounds, 1% hits;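 active means normalized GFP-positive differentiation at or above the plate's own cutoff, the solvent-only control mean plus 3 SD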;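 further: cells exposed to compound for four days before flow analysis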
Myeloid diff 2 GFP+ MAC1+ % = recorded beside Myeloid diff 2, whose call it bears; GFP+ MAC1+ double positive, %; measured here: differentiation confirmed by MAC1 staining
The depositor's hits bear a star; i = inactive; · = no result given. These rows are one share of the data; rates above refer to the full screens.

SMILES	PhoP inhibition	Myeloid diff 2	Myeloid diff 2 GFP+ MAC1+ %
CC1(OC(=O)c2cnc3ccccc3n2)C(=O)C=C2C=C(C3CC3)OC=C2C1=O (stereo not given)	-2%	·	·
CC(C)CN(C(=O)COC(=O)CCc1nc2ccccc2s1)c1c(N)n(Cc2ccccc2)c(=O)[nH]c1=O	-6%	·	·
COc1ccc(CNS(=O)(=O)CCNC(=O)c2cccc(OC)c2)cc1	-2%	·	·
COC(=O)C[C@](O)(CCCC(C)(C)O)C(=O)O[C@@H]1C(OC)=C[C@]23CCCN2CCc2cc4c(cc2[C@H]13)OCO4	-4%	·	·
C#CCOCCOCCOCCNc1nc(N2CCN(C(=O)C([C@@H](C)CC)n3cc(C(N)CC(C)C)nn3)CC2)nc(N2CCN(C(=O)[C@H](CCCCN)n3cc(C(N)COC(=O)C(F)(F)F)nn3)CC2)n1 (stereo not given in full)	-14%	·	·
CC(=O)N1CCN(C(=O)c2ccc(NS(=O)(=O)c3ccc4c(c3)OCCO4)cc2)CC1	-5%	·	·
O=C(c1cccc(S(=O)(=O)N2CCCC2)c1)N1CCCC(C(F)(F)F)C1 (stereo not given)	-4%	·	·
Cc1cccc(C)c1NC(=O)C(C)N (stereo not given)	3%	·	·
CN(C)C1(CNC(=O)c2cccc(S(=O)(=O)Nc3ccc(Br)cc3)c2)CCCCC1	-11%	·	·
O=C(CN1C(=O)C2CC=CCC2C1=O)NCC(=O)Nc1ccc(F)c(F)c1 (stereo not given)	-7%	·	·
Cc1cc(C)c2nc(N(CCCN(C)C)C(=O)c3ccc4c(c3)CCCC4)sc2c1	-4%	·	·
COCCNc1nc(-c2cc(C(=O)Nc3ccccc3)on2)cc(C(C)C)n1	-3%	·	·
CSCCC(NC(=O)c1ccco1)C(=O)Nc1cc(C)ccn1 (stereo not given)	-8%	·	·
COc1cc2sc3ccc(-c4ccc(N(C)C)nc4)cc3c(=O)c2cc1OC	2%	·	·
CC(C)=CCC12Oc3cc(O)ccc3C1(O)Oc1cc(O)c([C@H]3C=C(C)CC(c4ccc(O)cc4O)[C@H]3C(=O)c3ccc(O)cc3O)c(O)c1C2=O (stereo not given in full)	-1%	·	·
COc1ccc(/C=C2\SC(=O)N(CCNC(=O)C3=COCCO3)C2=O)cc1	1%	·	·
CC[N+](C)(CC)CCC[n+]1c(-c2ccccc2)c2cc(N)ccc2c2ccc(N)cc21	8%	·	·
CCN(CC(=O)Nc1ccccc1C(F)(F)F)C(=O)c1ccccc1SCC(=O)N1CCCC1	-6%	·	·
COc1ccc(NS(=O)(=O)c2ccc(C)c(C(=O)N(C)CCc3ccc(OC)c(OC)c3)c2)cc1	-3%	·	·
CCC1(CC)C(=O)C2=C3C1[C@H](C(=O)OC)CC(C(=O)OC)C[C@H]3n1c(=O)n(-c3ccccc3)c(=O)n1[C@H]2C (stereo not given in full)	3%	·	·
COc1ccc(NC(=O)CN(C)C(=O)CN2C(=O)NC3(CCCC3)C2=O)cc1	-7%	·	·
COc1ccc(S(=O)(=O)N2CCCCCC2)cc1C(=O)NCCOc1ccc(C)cc1	6%	·	·
O=C(NCCc1ccc(Cl)cc1)c1ccc(S(=O)(=O)N2CCCC2)cc1	4%	·	·
Cc1ccc(CN(C)C(=O)COC(=O)CSc2ccc(C(N)=O)cc2[N+](=O)[O-])cc1	3%	·	·
CCCNC(=O)c1onc(CSc2ccc(F)c(F)c2)c1C(=O)NCCC	10%	·	·

Sorted by heavy-atom count (largest number first): 14 of the compounds above.
SMILES	PhoP inhibition	Myeloid diff 2	Myeloid diff 2 GFP+ MAC1+ %
C#CCOCCOCCOCCNc1nc(N2CCN(C(=O)C([C@@H](C)CC)n3cc(C(N)CC(C)C)nn3)CC2)nc(N2CCN(C(=O)[C@H](CCCCN)n3cc(C(N)COC(=O)C(F)(F)F)nn3)CC2)n1 (stereo not given in full)	-14%	·	·
CC(C)=CCC12Oc3cc(O)ccc3C1(O)Oc1cc(O)c([C@H]3C=C(C)CC(c4ccc(O)cc4O)[C@H]3C(=O)c3ccc(O)cc3O)c(O)c1C2=O (stereo not given in full)	-1%	·	·
COC(=O)C[C@](O)(CCCC(C)(C)O)C(=O)O[C@@H]1C(OC)=C[C@]23CCCN2CCc2cc4c(cc2[C@H]13)OCO4	-4%	·	·
CC(C)CN(C(=O)COC(=O)CCc1nc2ccccc2s1)c1c(N)n(Cc2ccccc2)c(=O)[nH]c1=O	-6%	·	·
COc1ccc(NS(=O)(=O)c2ccc(C)c(C(=O)N(C)CCc3ccc(OC)c(OC)c3)c2)cc1	-3%	·	·
CCN(CC(=O)Nc1ccccc1C(F)(F)F)C(=O)c1ccccc1SCC(=O)N1CCCC1	-6%	·	·
CC(=O)N1CCN(C(=O)c2ccc(NS(=O)(=O)c3ccc4c(c3)OCCO4)cc2)CC1	-5%	·	·
Cc1ccc(CN(C)C(=O)COC(=O)CSc2ccc(C(N)=O)cc2[N+](=O)[O-])cc1	3%	·	·
CC1(OC(=O)c2cnc3ccccc3n2)C(=O)C=C2C=C(C3CC3)OC=C2C1=O (stereo not given)	-2%	·	·
COc1cc2sc3ccc(-c4ccc(N(C)C)nc4)cc3c(=O)c2cc1OC	2%	·	·
COc1ccc(/C=C2\SC(=O)N(CCNC(=O)C3=COCCO3)C2=O)cc1	1%	·	·
O=C(c1cccc(S(=O)(=O)N2CCCC2)c1)N1CCCC(C(F)(F)F)C1 (stereo not given)	-4%	·	·
CSCCC(NC(=O)c1ccco1)C(=O)Nc1cc(C)ccn1 (stereo not given)	-8%	·	·
Cc1cccc(C)c1NC(=O)C(C)N (stereo not given)	3%	·	·

(next part)
SMILES	PhoP inhibition	Myeloid diff 2	Myeloid diff 2 GFP+ MAC1+ %
CC1(OC(=O)c2ccc(Cl)nc2)C(=O)C=C2C=C(c3ccc(C#N)cc3)OC=C2C1=O (stereo not given)	17%	·	·
COc1ccc(C(=O)NCC(c2ccco2)N2CCc3ccccc32)cc1 (stereo not given)	-8%	·	·
COCCN(Cc1ccccc1)C(=O)c1cccc(S(=O)(=O)N(C)c2c(C)n(C)n(-c3ccccc3)c2=O)c1	-3%	·	·
O=C(CSc1nnc(-c2ccc(Cl)cc2)o1)NNC(=O)c1ccncc1	-3%	·	·
CCOC(=O)c1cccc(NC(=O)c2c(N)n(C)c(=O)[nH]c2=O)c1	8%	·	·
Cc1ccc(NC(=O)CN(C)C(=O)CSc2nc(C)cc(C)n2)cc1	4%	·	·
CN(CC(=O)Nc1ccccc1C(F)(F)F)C(=O)COc1ccccc1Cc1ccccc1	-6%	·	·
O=C(COC(=O)CNC(=O)c1ccc(Cl)cc1Cl)NC(=O)NCc1ccccc1	8%	·	·
O=C1N[C@H](C(=O)O)CS1	6%	·	·
COc1ccccc1C(=O)NCCC(=O)N1CCCCCCC1	-6%	·	·
C[C@H](NC(=O)c1ccccc1Cl)C(=O)OCc1cn2cc(Cl)ccc2n1	17%	·	·
O=C(Nc1ccccc1N1CCCC1)C1CCN(S(=O)(=O)c2ccc(F)cc2)CC1	6%	·	·
CCN(CC(=O)Nc1c(F)cccc1F)C(=O)CCCOc1ccc(OC)cc1	-8%	·	·
COc1ccc(C(=O)COC(=O)c2ccc(-n3cnnn3)cc2)c(OC)c1	0%	·	·
C#CCOCCOCCOCCNc1nc(N2CCN(C(=O)CCCCCCCCCCNC(=O)[C@H](CCCCN)n3cc(C)nn3)CC2)nc(N2CCN(C(=O)CCCCCCCCCCNC(=O)[C@H](CCCN=C(N)N)n3cc(C[C@@H](C)CC)nn3)CC2)n1	24%	·	·
Oc1cccc(O)c1O	-6%	·	·
O=C(Nc1ccc(S(=O)(=O)N2CCCC2)cc1)C1CCN(S(=O)(=O)c2ccc(F)cc2)CC1	1%	·	·
O=C(c1ccc(-n2cncn2)c([N+](=O)[O-])c1)N1CCN(S(=O)(=O)c2cccc(F)c2)CC1	5%	·	·
CCOc1cc(C(=O)Nc2ccc(S(=O)(=O)N3CCCCC3)cc2)ccc1OCC(=O)N1CCOCC1	-3%	·	·
CCCCn1c(N)c(N(CC)C(=O)CSCC(=O)Nc2ccc(OC)cc2)c(=O)[nH]c1=O	5%	·	·
CC1(C)C=Cc2c(ccc(-c3coc4cc(O)ccc4c3=O)c2O)O1	9%	·	·
CN(CC(=O)Nc1ccc(Cl)c(C(F)(F)F)c1)C(=O)Cc1ccsc1	12%	·	·
CCCN(CC(=O)Nc1ccccc1OC)C(=O)CCNC(=O)c1ccccc1OC	-7%	·	·
CCCCCCn1nc(C(=O)N(CCOC)c2c(N)n(CCCC)c(=O)[nH]c2=O)c2ccccc2c1=O	4%	·	·
CCN(CC)S(=O)(=O)c1cc(NC(=O)CCn2[nH]c(=O)ccc2=O)ccc1C	·	i	1.7
Continued.
SMILES	PhoP inhibition	Myeloid diff 2	Myeloid diff 2 GFP+ MAC1+ %
COc1cccc(C(=O)NCCS(=O)(=O)N2CCCC(C)C2)c1 (stereo not given)	·	i	0.7
O=C(C(=O)N1CCN(c2ccccc2)CC1)c1ccccc1	·	i	0.9
CCN(C[C@H]1N[C@@](Cc2ccccc2)(C(=O)OC)[C@H]2C(=O)N(C)C(=O)[C@@H]12)S(=O)(=O)c1ccc(OC)cc1	·	i	0.2
Cc1ccc(-c2nc(C(=O)NC3CCCCCC3)no2)cc1	·	i	1.7
COC(=O)Cc1nc2c(N)nc(N)nc2[nH]c1=O	·	i	1.3
O=C(COc1nnc2ccccn12)N1CCN(S(=O)(=O)c2ccccc2)CC1	·	i	0.6
Cc1cccc(NC(=O)c2ccc(OCc3c(C)noc3C)cc2)c1	·	i	0.4
CC(O)(c1ccc(F)c(F)c1)c1nc(-c2cccc(C(=O)O)c2)cs1 (stereo not given)	·	i	0.3
Nc1ccccc1CCc1ccccc1N	·	i	0.4
C=CCN(C(=O)CSc1nc2ccsc2c(=O)n1Cc1ccc(C(=O)O)cc1)c1ccccc1	·	i	0.6
COc1ccc(C2C(C#N)=C(N)Oc3cc(O)ccc32)cc1 (stereo not given)	·	i	0.1
CN1CCC(N(C)C(=O)c2ccc(Cl)c(S(=O)(=O)Nc3cc(Cl)ccc3Cl)c2)CC1	·	i	0.7
CC1CCC2(CC1)NC(=O)N(CC(=O)Nc1cc(S(=O)(=O)N3CCCC3)ccc1Cl)C2=O (stereo not given)	·	i	0.8
O=C(Nc1cccc2cccnc12)c1csc(COCCO)n1	·	i	0.7
CC1(C(=O)Nc2ccc3c(c2)OCCO3)CCN1Cc1csc2ccccc12 (stereo not given)	·	i	1.1
O=C(CC1Sc2ccccc2NC1=O)NNc1ccc(Cl)cc1Cl (stereo not given)	·	i	0.8
CN(NC(=O)C(=O)NCc1ccco1)C(=O)Nc1ccc(Cl)cc1	·	i	1.0
NC(=O)c1cc(S(=O)(=O)N2CCOCC2)ccc1Sc1ccccc1N	·	i	1.7
Cc1cc(C)n(CC(=O)NNC(=O)c2ccc(OC(F)(F)F)cc2)n1	·	i	0.5
CCNC(=O)C1(C)CCCN(C(=O)c2csc3ccccc23)C1 (stereo not given)	·	i	1.3
Cc1ccc(S(=O)(=O)NCC(=O)OCCOc2ccc(Br)cc2)cc1	·	i	0.4
CN(c1ccccc1)S(=O)(=O)c1cccc(C(=O)NC2CC(C)(C)NC(C)(C)C2)c1	·	i	0.9
CN1CCN(C(=O)c2cccc(-c3cnc4cnc(-c5ccccc5Oc5ccccc5)cn34)c2)CC1	·	i	1.3
O=C(NCCc1ccccc1)c1ccc(NC(=O)C2CC2)cc1	·	i	0.6
Cn1c(=O)c2c(ncn2CC(=O)OCC(=O)Nc2cc(Cl)ccc2C#N)n(C)c1=O	·	i	2.2
Additional results
SMILES	PhoP inhibition	Myeloid diff 2	Myeloid diff 2 GFP+ MAC1+ %
N#CCCn1cc(C(=O)CN2C(=O)NC3(CCc4ccccc43)C2=O)c2ccccc21 (stereo not given)	·	i	2.2
COC(=O)C(CSCc1ccccc1)NC(=O)CCNC(=O)OCc1ccccc1 (stereo not given)	·	i	0.6
COc1cccc(NC(=O)CN2C(=O)NC(Cc3c[nH]c4ccccc34)C2=O)c1 (stereo not given)	·	i	1.1
Cc1ccc(CN2CCC[C@]3(N[C@H](c4ccc(C)cc4)[C@@H]4C(=O)N(Cc5ccccc5)C(=O)[C@@H]43)C2=O)cc1	·	i	1.4
CC(=O)N1CCC2(CC1)CC(=O)c1cc(Cl)ccc1O2	·	i	0.9
Cc1ccc(S(=O)(=O)N(C)CC(=O)OCC(=O)NCCc2ccc(S(N)(=O)=O)cc2)cc1	·	i	1.3
COc1ccc(Cl)cc1C(=O)NNC(=O)CNC(=O)c1ccc(C)s1	·	i	0.6
COC(=O)[C@@]1(Sc2ccc(C)cc2)CC(=O)N[C@@H]1c1ccc(C(F)(F)F)cc1	·	i	0.9
COc1cc2cc(CCOC(=O)c3ccc(F)cc3)oc(=O)c2cc1OC	·	i	2.2

Screening results (PubChem BioAssay)
